# MK inhibit – blocks S. pneumoniae mevalonate kinase. inhibition, % at 10 µM. 65,000 compounds, 0.48% hits. purified MK, PK/LDH-coupled NADH absorbance 340 nm;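 active = ranked among the strongest by inhibition in the single 10 µM screen, a fixed top-ranked set picked for dose follow-up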; also: no value below 0 was filed
# HPDE-C7 cytotoxicity – HPDE-C7 pancreatic duct cell viability loss – fluorescence, HTS (AID 430) | cytotoxicity, % at 10 µM, or EC50 in µM where a hit was titrated | 63,000 compounds, 1.8% hits | HPDE-C7 pancreatic duct cells viability, fluorescence; higher % means a stronger effect;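 also: cells exposed to compound for 48 hours before viability readout; 0% = vehicle and 100% = reference cytotoxic drug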
# Spn PMK inh – inhibitors of Streptococcus pneumoniae phosphomevalonate kinase; 65,000 compounds, 0.49% hits; purified PMK, PK/LDH-coupled NADH absorbance 340 nm; inhibition, % at 10 µM;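 active = top-ranked compounds by inhibition in the single 10 µM screen, taking a fixed number of the strongest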;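 also: 0% = full reaction with DMSO carrier and 100% = background rate without enzyme reaction; no value below 0 was filed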
# HT1080 viability – HT1080 cell viability loss – fluorescence readout (AID 620) | cytotoxicity, % at 10 µM; hits with a dose series show EC50 in µM | HT1080 viability, fluorescence; higher % means a stronger effect | 87,000 compounds, 0.42% hits;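 also: cells exposed to compound overnight then 4 h with Alamar Blue; 0% = vehicle DMSO and 100% = killing control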
# HPDE-C7K KRASV12 – cytotoxicity in KRAS-transformed pancreatic duct cells, primary screen, cell-based, fluorescence, HTS (AID 431) | cytotoxicity, % at 10 µM, or EC50 in µM where a hit was titrated | HPDE-C7K KRASV12 cells, Alamar Blue viability, 48 h; higher % means a stronger effect | 63,000 compounds, 1.7% hits;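 active = compounds whose percent cytotoxicity in the single-dose primary screen, scaled between solvent and toxic-drug controls, exceeds 50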;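 also: 0% = DMSO solvent wells and 100% = doxorubicin-treated wells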
# Alkaline phosphatase – human TNAP enzyme inhibitors, biochemical, luminescent (AID 518) | purified TNAP enzyme, luminescent substrate readout; higher % means a stronger effect | inhibition, % at 20 µM; hits with a dose series show IC50 in µM | 64,000 compounds, 0.09% hits; in the data active = a potency from the dose series; inactive = the rest, 99 in 100 with inhibition below about 22%;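 also: plate controls were vehicle for no effect and reference inhibitor for full effect; many of its hits are not listed in these tables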
# Bfl-1 displacement – displacement of Bid BH3 peptide from Bfl-1 – biochemical, fluorescence polarization, FITC-Bid, mouse, primary screen (AID 432); FITC-Bid BH3 peptide fluorescence polarization displacement; higher % means a stronger effect; displacement, % at 20 µM; hits with a dose series show IC50 in µM; 64,000 compounds, 0.02% hits; in the data active = a potency from the dose series; inactive = the rest, 99 in 100 with displacement below about 15%; also: strong numbers were not always called active
# Spn DPM-DC inh – blocks S. pneumoniae diphosphomevalonate decarboxylase | purified DPM-DC, PK/LDH coupled NADH fluorescence | 65,000 compounds, 0.49% hits | calls only at 10 µM;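 active = the 320 compounds with the highest percent inhibition in the single-dose primary screen, excluding strongly autofluorescent ones, cut at about 32% in these data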;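 also: kinetic rate of NADH fluorescence loss reporting ADP formed by the decarboxylase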
# LYP phosphatase – inhibition of human PTPN22 tyrosine phosphatase – biochemical, DiFMUP fluorescence, recombinant catalytic domain, 10 µM, primary screen (AID 606); 52,000 tested, under 10 active; recombinant LYP catalytic domain, DiFMUP fluorescence; higher % means a stronger effect; one-dose inhibition, % at 10 µM; IC50 in µM for titrated hits;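 active = IC50 under 40 µM in the dose-response test; inactive = IC50 of 40 µM or more, or never dose-tested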
# Spn PMK inh pilot replicates – recorded beside Spn PMK inh, whose call it bears; inhibition, %; measured here: pilot screen replicates
# MK inhibit pilot replicates – further read-out of MK inhibit, marked with its call; inhibition, %; measured here: pilot screen replicates
# Spn DPM-DC inh pilot screen % – further read-out of Spn DPM-DC inh, marked with its call; inhibition, %; measured here: pilot screen trials
# * marks the source's active call; other numbers are inactive results; i = inactive; . = not tested or not shown. Rule as the data show it, unless noted: active = cytotoxicity above about 50%; inactive = the rest. These rows are one share of the data; count on the stated rates, not on these rows.
SMILES,MK inhibit,HPDE-C7 cytotoxicity,Spn PMK inh,HT1080 viability,HPDE-C7K KRASV12,Alkaline phosphatase,Bfl-1 displacement,Spn DPM-DC inh,LYP phosphatase,others
CCSP1(=S)N=C(N2CCOCC2)C(C#N)=C2CCCN21 (stereo not drawn),0,-12%,8,2%,-3%,6%,0%,i,.,
CC1(C)COC(Nc2ccc(Cl)cc2)=N1,9,-2%,7,.,-3%,2%,-3%,i,4%,
O=C(O)c1cc2ccccc2oc1=O,11,-8%,4,-4%,-6%,-1%,-4%,i,-1%,
COCCCn1c(N)c(C(=O)OCCOC)c2nc3ccccc3nc21,11,-6%,14,-1%,-6%,12%,-2%,.,2%,
Nc1ccnn1C1CCNCC1,10,-22%,14,2%,-25%,7%,1%,i,.,Spn PMK inh pilot replicates=0.0;MK inhibit pilot replicates=0.0;Spn DPM-DC inh pilot screen %=0.0
O=C(COc1ccc(Br)cc1)N1CCN(Cc2ccncc2)CC1,36,-5%,8,-6%,-9%,6%,2%,i,-3%,
Cn1c(O)c(/C=N/c2ccccn2)c(=O)n(C)c1=O,6,-18%,0,0%,-9%,7%,-4%,i,-10%,
OC1(c2cccnc2)CC2CCC(C1)N2Cc1nnnn1Cc1ccccc1 (stereo not drawn),6,-6%,17,4%,-2%,-1%,-5%,i,-1%,
O=C(NC[P+](=O)O)OCc1ccccc1,12,-2%,3,0%,7%,9%,-3%,i,.,
COC(=O)C(O)(c1cn(C)c2ccccc12)C(F)(F)F (stereo not drawn),1,-10%,16,33%,-3%,11%,1%,i,.,
COP(=O)(OC)C(O)C(Cl)(Cl)Cl (stereo not drawn),9,5%,4,-3%,14%,14%,-4%,i,0%,Spn PMK inh pilot replicates=0.5;MK inhibit pilot replicates=1.0;Spn DPM-DC inh pilot screen %=3.5
Cc1oc2ccc(OC(=O)N(C)C)cc2c1C(=O)OC(C)C,0,-13%,2,-17%,2%,12%,2%,i,11%,Spn PMK inh pilot replicates=5.5;MK inhibit pilot replicates=0.0;Spn DPM-DC inh pilot screen %=0.5
O=c1cc(C2CCNCC2)[nH][nH]1,1,2%,16,10%,6%,1%,-9%,i,6%,

# Compounds from the list above that have a halogen, in the order listed:
SMILES,MK inhibit,HPDE-C7 cytotoxicity,Spn PMK inh,HT1080 viability,HPDE-C7K KRASV12,Alkaline phosphatase,Bfl-1 displacement,Spn DPM-DC inh,LYP phosphatase,others
CC1(C)COC(Nc2ccc(Cl)cc2)=N1,9,-2%,7,.,-3%,2%,-3%,i,4%,
O=C(COc1ccc(Br)cc1)N1CCN(Cc2ccncc2)CC1,36,-5%,8,-6%,-9%,6%,2%,i,-3%,
COC(=O)C(O)(c1cn(C)c2ccccc12)C(F)(F)F (stereo not drawn),1,-10%,16,33%,-3%,11%,1%,i,.,
COP(=O)(OC)C(O)C(Cl)(Cl)Cl (stereo not drawn),9,5%,4,-3%,14%,14%,-4%,i,0%,Spn PMK inh pilot replicates=0.5;MK inhibit pilot replicates=1.0;Spn DPM-DC inh pilot screen %=3.5

# Of the compounds above, 5 have four or more nitrogen atoms.
SMILES,MK inhibit,HPDE-C7 cytotoxicity,Spn PMK inh,HT1080 viability,HPDE-C7K KRASV12,Alkaline phosphatase,Bfl-1 displacement,Spn DPM-DC inh,LYP phosphatase,others
CCSP1(=S)N=C(N2CCOCC2)C(C#N)=C2CCCN21 (stereo not drawn),0,-12%,8,2%,-3%,6%,0%,i,.,
COCCCn1c(N)c(C(=O)OCCOC)c2nc3ccccc3nc21,11,-6%,14,-1%,-6%,12%,-2%,.,2%,
Nc1ccnn1C1CCNCC1,10,-22%,14,2%,-25%,7%,1%,i,.,Spn PMK inh pilot replicates=0.0;MK inhibit pilot replicates=0.0;Spn DPM-DC inh pilot screen %=0.0
Cn1c(O)c(/C=N/c2ccccn2)c(=O)n(C)c1=O,6,-18%,0,0%,-9%,7%,-4%,i,-10%,
OC1(c2cccnc2)CC2CCC(C1)N2Cc1nnnn1Cc1ccccc1 (stereo not drawn),6,-6%,17,4%,-2%,-1%,-5%,i,-1%,

# Screening data from PubChem.
